Compound activity as filed in PubChem.
Efflux pump inh: antifungal efflux pump inhibition, Nile Red retention. S. cerevisiae Candida pump triplex. inhibition, % at 10 µM. hit rate 0.44% among 330,000;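 active = plate passing quality check with inhibition over a set limit, or well fluorescence over plate mean plus 4 SD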;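 also: Nile Red retained in pooled yeast measured as flow cytometry median fluorescence; 0% = buffer negative control and 100% = Enniatin B positive control; higher means more Nile Red kept so more efflux inhibition; some compounds called inactive have numbers as strong as hits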
CIT2 TOR yeast: alters CIT2-GFP fluorescence in TOR pathway yeast screen. S. cerevisiae CIT2-GFP strain, flow cytometry, 3 h; 100 means same as DMSO wells. GFP response vs DMSO, % at 10 µM. hit rate 0.065% among 320,000. AID 2029;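 active = GFP response relative to DMSO above a set limit, near the screen mean plus 3 SD, cut at about 150% in these data; inconclusive = Fewer than 70 cells measured for a yeast strain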;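 also: ratio of well median GFP fluorescence to mean of DMSO wells on the plate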
AGP1-GFP MLPCN: alters AGP1-GFP fluorescence in TOR pathway yeast screen | S. cerevisiae AGP1-GFP multiplex flow cytometry, 3 h; GFP as percent of DMSO wells | GFP response vs DMSO, % at 10 µM | hit rate 0.02% among 320,000 | AID 2066;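 active = GFP response relative to DMSO above a set limit, near screen average plus 3 SD, cut at about 150% in these data; inconclusive = fewer than 70 cells counted for the yeast strain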;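 also: median GFP channel fluorescence of the gated AGP1 strain per well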
CR mimetic SO: caloric restriction mimetics inhibiting age-related superoxide in yeast | S. cerevisiae aged cells, superoxide DHE fluorescence; stronger effect = lower value | superoxide response (% of plate mean), % at 10 µM | hit rate 0.18% among 330,000 | AID 2690;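 active = superoxide response under a set limit, about three screen SD below normal, cut at about 65% in these data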;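 also: yeast aged for seven days with compound at 30 °C before DHE staining; 100% = average MFI of all compound-treated wells on the plate with controls excluded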
MEP2 TOR yeast: alters MEP2-GFP fluorescence in TOR pathway yeast screen. hit rate 0.51% among 330,000. GFP response vs DMSO, % at 10 µM. S. cerevisiae MEP2-GFP strain, flow cytometry GFP, 3 h; 100% = DMSO control level. AID 2016;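 active = GFP response versus DMSO above a set limit, roughly screen mean plus 3 SD, cut at about 180% in these data; inconclusive = fewer than 70 cells counted for a yeast strain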;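 also: median GFP fluorescence of the barcode-gated MEP2-GFP cells per well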
LAP4 TOR yeast: alters LAP4-GFP fluorescence in TOR pathway yeast screen; S. cerevisiae LAP4-GFP multiplex, flow cytometry GFP, 3 h; median GFP as percent of DMSO wells; GFP response vs DMSO, % at 10 µM; hit rate 0.34% among 320,000;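 active = GFP response vs DMSO above a set limit, about the screen mean plus 3 SD, cut at about 150% in these data; inconclusive = under 70 cell events counted for the yeast strain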
RPL19A-GFP yeast: alters RPL19A-GFP fluorescence in TOR pathway yeast screen; S. cerevisiae RPL19A-GFP strain, flow cytometry, 3 h; stronger effect = lower value; percent response vs DMSO, % at 10 µM; hit rate 0.3% among 330,000; AID 2025;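 active = percent response vs DMSO below 50%; inconclusive = fewer than 70 events counted for the yeast strain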;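 also: median channel GFP fluorescence of the barcoded RPL19A-GFP strain; ratio of sample median GFP to plate DMSO average so 100% = DMSO; lower means less RPL19A-GFP as with rapamycin TOR inhibition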
AHR activator: activators of human aryl hydrocarbon receptor; P35869; AHR-responsive luciferase reporter cells, luminescence; activation, % at 5 µM; hit rate 2.5% among 320,000; AID 2796; in the data active = activation above about 47%;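 also: 0% = vehicle wells and 100% = reference agonist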
Target sequence (P35869 whole entry, looked up): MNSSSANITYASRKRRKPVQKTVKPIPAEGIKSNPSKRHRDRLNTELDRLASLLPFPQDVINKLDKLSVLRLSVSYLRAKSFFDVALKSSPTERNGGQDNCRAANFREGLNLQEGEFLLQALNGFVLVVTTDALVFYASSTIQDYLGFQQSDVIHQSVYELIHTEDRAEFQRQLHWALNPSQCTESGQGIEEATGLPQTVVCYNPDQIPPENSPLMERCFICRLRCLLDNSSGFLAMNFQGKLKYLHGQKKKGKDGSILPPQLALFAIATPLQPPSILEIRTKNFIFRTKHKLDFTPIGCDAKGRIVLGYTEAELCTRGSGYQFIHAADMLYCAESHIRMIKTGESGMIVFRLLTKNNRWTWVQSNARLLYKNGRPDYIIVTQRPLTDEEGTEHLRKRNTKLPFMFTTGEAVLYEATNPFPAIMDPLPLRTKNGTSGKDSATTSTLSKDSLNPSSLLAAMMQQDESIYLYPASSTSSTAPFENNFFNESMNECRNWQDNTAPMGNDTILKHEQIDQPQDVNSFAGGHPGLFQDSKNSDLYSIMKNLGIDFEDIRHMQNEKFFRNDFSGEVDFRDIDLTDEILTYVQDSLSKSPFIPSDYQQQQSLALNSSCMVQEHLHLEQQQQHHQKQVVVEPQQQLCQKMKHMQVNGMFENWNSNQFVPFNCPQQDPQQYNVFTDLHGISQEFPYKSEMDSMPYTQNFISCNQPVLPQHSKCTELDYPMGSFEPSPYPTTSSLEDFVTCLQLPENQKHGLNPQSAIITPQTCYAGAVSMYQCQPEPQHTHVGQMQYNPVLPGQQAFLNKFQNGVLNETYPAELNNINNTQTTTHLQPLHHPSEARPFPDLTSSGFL
An asterisk follows results filed as active; ? = inconclusive; / = no result given.

SMILES,Efflux pump inh,MEP2 TOR yeast,AGP1-GFP MLPCN,CR mimetic SO,LAP4 TOR yeast,RPL19A-GFP yeast,CIT2 TOR yeast,AHR activator
CC(=O)c1c(C)[nH]c(C(=O)CSc2nnc(-c3ccc(Cl)cc3)n2CC2CCCO2)c1C (configuration not stated),-0.1,98,97,98,99,97,98,3
COc1cc(/C(C)=N\NC(=O)CSc2nc3ccccc3n2C)ccc1O,-0.1,?,82,94,79,87,95,8
CCCCN(C(=O)C1=NN(c2cc(C)ccc2C)C(=O)CC1)c1c(N)n(CCC)c(=O)[nH]c1=O,0.0,99,99,86,95,101,90,0
CC(C)(CO)NC(=O)CCCOc1ccc(Cl)cc1Cl,0.2,115,103,121,107,100,99,1
NC(=O)C[n+]1cccc2ccccc21,0.0,102,101,106,92,93,91,9
C[N+](C)(CC#N)C/C=C\c1ccccc1,-0.1,99,107,100,105,108,105,-1
COC(CNC(=O)c1cn(C)c2ccc(S(=O)(=O)N(C)C3CCCCC3)cc2c1=O)OC,0.3,123,100,89,106,105,86,1
COc1ccc(S(=O)(=O)Nc2cccc(Cl)c2)cc1OC,0.0,100,102,104,102,99,96,-2
COc1ccc(CNC(=O)CSc2nc3ccc(OC)cc3[nH]2)cc1,0.0,108,101,100,103,101,111,17
Cc1cc(C)n2nc(C)c(-c3ccc(Cl)cc3)c2n1,0.1,108,94,106,102,102,104,6
COc1ccc(N2C(=O)CSC(c3ccccc3)C2=O)cc1 (configuration not stated),0.3,98,96,92,91,100,95,1
Cc1nc2sc(C(c3cccc(F)c3)N3CCC(C)CC3)c(O)n2n1 (configuration not stated),-0.2,98,92,98,92,92,91,-1
CCSc1nnc(N)s1,0.0,102,103,93,94,100,96,-4
CCOc1ccccc1NC(=O)C(CC)Sc1nc2ccncc2[nH]1 (configuration not stated),0.1,108,102,99,98,104,105,22
O=C1C(C=NCC2CCCO2)=C(O)c2ccccc21 (configuration not stated),-0.2,99,92,90,100,98,/,19
CCOc1ccc(Nc2nc(C)cc(C)c2C#N)cc1,-0.1,96,92,101,106,90,88,80*
COc1ccccc1-n1c(SCC(=O)N2CCCCC2)nc2cccnc21,0.0,114,108,95,108,104,104,0
COc1cc(/C=C2\SC(=O)N(CCNC(=O)c3cnc(C)cn3)C2=O)cc(OC)c1OC,-0.2,136,108,118,118,103,105,6
Cc1cccc(-n2c(O)c(C=Nc3ccccc3)c3ccccc3c2=O)n1,0.1,95,102,123,103,100,93,-3
CCOC(=O)CSc1nc2sc(C)c(C)c2c(=O)n1N,0.0,98,102,116,95,104,99,-1
CN(CC(=O)NC1CCN(Cc2ccccc2)CC1)S(=O)(=O)c1ccc(Cl)cc1,0.2,98,92,131,90,91,84,1
Cc1ccsc1/C=N/Nc1ncnc2nc[nH]c12,0.0,100,107,119,99,103,99,21
O=C(c1cc(COc2ccc(F)cc2Cl)on1)N1CCC(c2ccncc2)CC1,0.0,102,101,105,104,107,106,-3
Nc1cc(N)nc(SCC(=O)NCc2ccco2)n1,0.2,120,103,104,108,101,111,2
O=C(c1cnccn1)N1CCCC(N2CCN(c3cccc(Cl)c3)CC2)C1 (configuration not stated),-0.7,97,98,92,91,94,97,1

Later entries.
SMILES,Efflux pump inh,MEP2 TOR yeast,AGP1-GFP MLPCN,CR mimetic SO,LAP4 TOR yeast,RPL19A-GFP yeast,CIT2 TOR yeast,AHR activator
Cc1ccccc1CCNC(=O)CCn1nc(C)c2c(C)n(-c3ccccc3)nc2c1=O,-0.1,102,102,104,101,100,98,1
CCN(CC)C(=O)/C(=C\c1cccc([N+](=O)[O-])c1)NC(=O)c1ccco1,-0.3,105,103,105,97,104,106,0
COc1ccc(CN2C(=O)c3cccnc3C2Nc2cc(Cl)ccc2OC)cc1 (configuration not stated),-0.1,105,105,189,103,100,110,-3
CCOc1ccccc1NC(=O)Cn1c(=O)oc2ccccc21,-0.1,90,99,98,106,96,99,0
Cc1cc(C)n2nc(SCC(=O)NC(=O)c3ccc(OC(F)F)cc3)nc2n1,0.0,103,100,115,99,98,104,0
COc1ccc(CN2CCN(Cc3ccc4ccccc4c3)CC2)cc1OC,0.0,102,87,110,91,101,87,2
Cc1ccc2c(c1)N(CC(=O)NC1CCCCC1C)C(=O)CO2 (configuration not stated),-0.1,101,100,73,92,105,96,1
CC(=O)Nc1ccc(NC(=O)C(C)N(C)CC(=O)Nc2ccccc2Br)cc1 (configuration not stated),-0.2,98,94,106,85,98,94,/
Cc1ccc(NC(=O)CNC(=O)c2ccc(Oc3ccccc3)cc2)nc1,0.0,117,110,111,115,108,107,4
CC(C)(C)CN1CCN(Cc2c[nH]c3ccccc23)CC1CCO (configuration not stated),-0.1,103,104,107,100,105,104,/
CC(C)CCN1CCN(Cc2cccn2-c2cccnc2)CC1CCO (configuration not stated),0.1,101,107,104,104,100,98,3
COC(=O)CN(c1ccc(C)cc1)S(=O)(=O)c1ccc2c(c1)n(C)c(=O)c(=O)n2C,0.0,102,58,86,106,101,81,0
CCCCCCNc1c(C(=O)OCC)c(=O)[nH]c2ccccc12,0.2,107,97,110,101,102,101,37
CCN(CC)CCCN(Cc1cc2cc3c(cc2[nH]c1=O)OCO3)C(=S)Nc1ccccc1,-0.5,103,120,113,153*,65,110,49*
COc1ccccc1NC(=O)CN1CCN(CC(=O)Nc2ccc3c(c2)OCCO3)CC1,0.0,102,108,103,98,103,100,1
Cc1ccc(C2C3=C(CCCC3=O)Nc3c2c(C)nn3-c2ccccn2)o1 (configuration not stated),0.3,110,104,108,102,102,101,3
CCN1CCN(c2nc(N)c([N+](=O)[O-])c(Nc3ccc(C)cc3)n2)CC1,-0.1,107,91,88,93,93,96,2
O=C(CN(Cc1ccco1)C(=O)CCC(=O)Nc1nccs1)NCc1ccccc1,-0.2,109,92,88,96,92,100,6
COc1ccccc1-c1nn(-c2ccccc2)cc1C(=O)NC1CC1,0.0,95,97,89,98,94,99,1
COc1ccc(-c2cnc3n2CCCCC3)cc1,0.0,103,107,93,106,99,108,2
C=CCNC(=S)Nc1nc2c(cc1C(=O)OCC)COC(C)(C)C2,-0.1,101,103,93,95,98,110,19
Cc1ccsc1C(=O)NCc1ccccc1Cl,-0.2,93,89,104,95,96,85,0
CCSc1nc2nn(-c3ccccc3)c(=O)c-2c2n1CCCCC2,-0.1,96,105,106,119,100,96,-2
COc1ccc(-c2cc(COc3ccccc3)on2)cc1,-0.3,89,96,109,96,95,94,-2
CCCCCOP(=O)(OCCCCC)C1(NS(=O)(=O)c2ccccc2)C=CC(=O)c2ccccc21 (configuration not stated),0.2,106,102,111,102,96,98,2

The list continues:
SMILES,Efflux pump inh,MEP2 TOR yeast,AGP1-GFP MLPCN,CR mimetic SO,LAP4 TOR yeast,RPL19A-GFP yeast,CIT2 TOR yeast,AHR activator
CCCCCC(=O)NC(Cc1ccc(OC)c([N+](=O)[O-])c1)C(=O)O (configuration not stated),0.0,102,93,110,91,96,103,-1
CCOc1ccc(C(O)Cn2c(=N)n(CCN3CCCCC3)c3ccccc32)cc1 (configuration not stated),-0.1,98,103,110,91,96,94,4
O=C(Nc1ccccc1)c1sccc1Oc1ccc([N+](=O)[O-])cc1F,-0.2,114,107,88,104,105,108,-1
O=C(CCN=C1NS(=O)(=O)c2ccccc21)Nc1ccc(Cl)cc1F,0.1,97,97,105,89,94,92,-1
Cc1ccc(CN2CCN(C3CSCCSC3)CC2CCO)cc1 (configuration not stated),-0.2,97,104,96,111,95,99,-2
CC(C)c1nnc(NC(=O)CCC(=O)N2CCN(C3CCCCC3)CC2)s1,0.0,103,108,95,98,99,107,0
CCOC(=O)N1CCC(NC(=O)c2cc3cc4cc(OC)ccc4nc3o2)CC1,0.0,100,97,104,102,100,96,-6
O=C1COc2ccc(S(=O)(=O)CCC(=O)N3CCN(c4cccc(Cl)c4)CC3)cc2N1,-0.1,100,109,85,107,100,97,2
CSc1nnc2ccc(-c3ccc(C)cc3)nn12,0.1,106,108,95,114,100,112,-2
CC(C)CCNC(=O)c1ccc2c(Cl)c3c(nc2c1)CCC3,0.2,106,92,93,106,101,89,2
CC(=O)C(Cc1ccccc1)NC(=O)COc1ccc2c(c1)OCO2 (configuration not stated),0.2,97,94,100,96,97,94,5
CCOC(=O)C1CCN(C2CCN(C(=O)c3oc4c(F)cccc4c3C)CC2)CC1,0.0,103,99,90,98,101,97,6
CC(C)OCCCNC(=S)NNC(=O)C(c1ccccc1)c1ccccc1,-0.1,107,95,102,106,96,97,0
CN(Cc1nc(-c2ccccc2)no1)C(=O)c1ccco1,-0.1,94,90,103,90,92,93,3
Cc1cccc(-n2c(SCC(=O)N3CCCC3)nc3n[nH]c(C)c3c2=N)c1,0.2,102,106,91,101,102,109,19
CCCn1cc(CN2CCCC(CNC(=O)c3ccc(F)cc3)C2)c(C)n1 (configuration not stated),0.0,90,95,105,118,95,94,-1
COC(=O)c1cccc(NC(=O)c2nn(C)c(=O)c3ccccc23)c1,-0.1,108,97,90,105,100,93,3
Cc1cc(C)c(C)c(OCC(=O)O/N=C(\N)c2cccnc2)c1,-0.1,90,100,84,124,95,90,23

Laid out differently: results already given.
Each structure is followed by: Efflux pump inh	MEP2 TOR yeast	AGP1-GFP MLPCN	CR mimetic SO	LAP4 TOR yeast	RPL19A-GFP yeast	CIT2 TOR yeast	AHR activator
CCOc1ccc(C(O)Cn2c(=N)n(CCN3CCCCC3)c3ccccc32)cc1 (configuration not stated)
    -0.1	98	103	110	91	96	94	4
O=C(Nc1ccccc1)c1sccc1Oc1ccc([N+](=O)[O-])cc1F
    -0.2	114	107	88	104	105	108	-1
